# Pol beta inh: qHTS Assay for Inhibitors of DNA Polymerase Beta; P06746; Pol beta primer extension/strand displacement, fluorescence kinetic; Potency, µM (titrated, usually from 114 µM), without a hit: at the highest dose activity change, negative = inhibition, actives largely listed as inhibitors; 1.3% of 340,000 active; AID 485314, 2010; also: potency is read from the fitted curve at half-maximal effect; % is scaled to controls: 0 for no effect and ±100 for the full control effect
#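 Reaction started by 50 nM substrate onto compound-treated Pol beta (10 nM, 15 min preincubation, room temperature); plates read at 0 min and 10 min. Normalized concentration-effect data fitted by four-parameter Hill equation.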
# ERG-DNA inh: qHTS for Small Molecule Inhibitors of the ERG Ets/DNA interaction; fluorescence polarization, His-ERG Ets domain / labelled DNA; Potency, µM (series often up to 76.9 µM), without a hit: at the top dose FP activity, negative = inhibition, most hits filed as inhibitors; 0.028% of 370,000 active; AID 624246, 2012; active = well fitted inhibition curve with a large enough effect in the polarisation, with a control signal flat; inconclusive = small, poorly fitted or top-dose-only effect, or effect the other way, or a change in a side signal; inactive = no such curve, though single readings can be large or run the other way; the % refers to the polarisation;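 also: polarization taken with two DNA probes labelled with fluorescein and Texas red; potency is read from the fitted curve at half-maximal effect; % of control where 0% means no effect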
#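 His-tagged ERG Ets domain (1 uM in the protein solution; 300mM KCl, 50mM Tris-HCl, 1mM EDTA, 1mM DTT, pH 7.5) received compound, then a probe mix of 5 nM fluorescein-DNA and 100nM Texas-615-DNA. Fluorescence polarization was read for both dyes.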
# Pol kappa inh: qHTS for Inhibitors of Polymerase Kappa; purified Pol kappa, fluorescent DNA synthesis assay, 10 min; AID 588579, 2011; Potency, µM (highest dose often 107 µM), inactives show at the top dose activity, negative = inhibition, actives largely listed as inhibitors; 0.53% of 400,000 active; DNA polymerase kappa (Homo sapiens), Q9UBT6; also: potency is read from the fitted curve at half-maximal effect; % is scaled to controls: 0 for no effect and ±100 for the full control effect
#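 Activity was followed as the change in fluorescence between reads at 0 and 10 min after starting the reaction with 50 nM substrate. Beforehand, 10 nM polymerase had been preincubated with compound for 15 min at room temperature.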
# LDHA block: qHTS assay for inhibitors of human lactate dehydrogenase; L-lactate dehydrogenase A chain (Homo sapiens), P00338; purified LDHA, NADH/diaphorase-resazurin fluorescence; hits give low values; activity change, % (values are at about 110 or 230 µM); 0.15% of 480,000 active; AID 1347041, 2019; in the data active = activity change below about -30%; inconclusive = mostly about -25% to -30%;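 also: plate controls were DMSO wells for no effect and wells without enzyme for full effect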
#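 Remaining NADH was detected by diaphorase (0.133 mg/mL) converting 37 µM resazurin to fluorescent resorufin, read at 0 and 20 minutes. The preceding 5-minute room-temperature reaction used 2 nM LDHA, 0.2 mM sodium pyruvate and 0.06 mM NADH at pH 7.4.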
# RGS4 inh: Inhibitors of Regulator of G Protein Signaling (RGS) 4: qHTS. Potency, µM (doses to about 114 µM), inactives show top-dose activity change, negative = inhibition, most hits filed as inhibitors. Regulator of G-protein signaling 4 (Homo sapiens), P49798. Transcreener GDP fluorescence polarization, RGS4-accelerated GTP hydrolysis. 0.039% of 390,000 active. AID 504845, 2011; also: potency is read from the fitted curve at half-maximal effect; % is scaled to controls: 0 for no effect and ±100 for the full control effect; nearly all actives have a fitted effect of over 75% in size; some results filed as inactive show a strong effect at the top dose
# Target sequence (P49798 whole entry, looked up): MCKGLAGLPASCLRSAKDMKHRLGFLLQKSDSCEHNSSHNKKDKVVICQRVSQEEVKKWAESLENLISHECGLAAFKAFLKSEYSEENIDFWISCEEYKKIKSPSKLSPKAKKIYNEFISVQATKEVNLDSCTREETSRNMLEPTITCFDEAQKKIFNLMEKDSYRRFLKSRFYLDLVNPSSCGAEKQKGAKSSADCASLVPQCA
#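 MLSMR compounds (23 nl, pin-transferred) preincubated 10 min at room temperature with a 500nM (2x) first reagent, then RGS4 at 900nM (2x) plus Transcreener GDP mix added; fluorescence polarization (620/688 nm) read before and after 90 min at 30 °C.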
# APE1 inh: qHTS Assay for Inhibitors of the Human Apurinic/apyrimidinic Endonuclease 1 (APE1); recombinant APE1, TAMRA/BHQ-2 abasic DNA cleavage fluorescence; Potency, µM (highest dose often 65.8 µM), for the others: at the top dose activity change, negative = inhibition, most hits filed as inhibitors; 0.35% of 350,000 active;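 also: potency is read from the fitted curve at half-maximal effect; plate controls were vehicle for no effect and reference inhibitor for full effect; nearly all actives have a fitted effect of over 55% in size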
#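 Compound pre-exposure to 0.75 nM APE1, 15 min at ambient temperature. Reaction initiated with 50 nM TAMRA/BHQ-2 THF substrate, read immediately in kinetic mode, 525 nm excitation, 598 nm emission.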
# Pol eta inh: qHTS for Inhibitors of Polymerase Eta | recombinant Pol eta, fluorescent DNA replication assay | Potency, µM (top dose mostly 114 µM), without a hit: at the top dose activity change, negative = inhibition, actives largely listed as inhibitors | 1.2% of 390,000 active | AID 588591, 2011; also: potency is read from the fitted curve at half-maximal effect; % is scaled to controls: 0 for no effect and ±100 for the full control effect
#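 Pol eta (10 nM) was preincubated with compounds for 15 min at room temperature, after which fluorescent replication substrate (50 nM final) was added to start the reaction. Fluorescence was read kinetically at 0 and 10 min.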
# Anesthetic bind: qHTS Assay for Identification of Novel General Anesthetics | apoferritin/1-aminoanthracene competitive binding, fluorescence | 0.074% of 350,000 active | Potency, µM (titrated, usually from 77.5 µM), without a hit: at the top dose activity change, negative = displacement, most hits filed as inhibitors | Ferritin light chain (Equus caballus), P02791 | AID 485281, 2010; also: potency is read from the fitted curve at half-maximal effect; % is scaled to controls: 0 for no effect and ±100 for the full control effect; nearly all actives have a fitted effect of over 20% in size
# Target sequence (P02791 2-175 limits assumed): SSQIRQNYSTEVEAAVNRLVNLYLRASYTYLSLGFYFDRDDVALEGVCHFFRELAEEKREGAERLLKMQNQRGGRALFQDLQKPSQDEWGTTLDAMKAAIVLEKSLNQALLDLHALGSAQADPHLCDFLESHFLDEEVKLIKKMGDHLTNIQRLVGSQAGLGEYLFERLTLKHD
#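 Concentration-response curves derived by four-parameter Hill fitting of normalized fluorescence, where compounds displaced 1-AMA from 10 uM horse apoferritin following a brief 10 min room-temperature incubation; propofol titration acted as positive control.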
# ALOX12 inh: Primary qHTS assay for inhibitors of human arachidonate 12S-lipoxygenase (ALOX12): Round 2 | Polyunsaturated fatty acid lipoxygenase ALOX12 (Homo sapiens), P18054 | 1.1% of 580,000 active | purified 12hLO, xylenol orange hydroperoxide absorbance | Potency, µM (top dose mostly 108 µM), inactives show top-dose activity change, negative = inhibition, hits mostly inhibitors; also: potency is read from the fitted curve at half-maximal effect; % is scaled to controls: 0 for no effect and ±100 for the full control effect
# Target sequence (P18054 whole entry, looked up): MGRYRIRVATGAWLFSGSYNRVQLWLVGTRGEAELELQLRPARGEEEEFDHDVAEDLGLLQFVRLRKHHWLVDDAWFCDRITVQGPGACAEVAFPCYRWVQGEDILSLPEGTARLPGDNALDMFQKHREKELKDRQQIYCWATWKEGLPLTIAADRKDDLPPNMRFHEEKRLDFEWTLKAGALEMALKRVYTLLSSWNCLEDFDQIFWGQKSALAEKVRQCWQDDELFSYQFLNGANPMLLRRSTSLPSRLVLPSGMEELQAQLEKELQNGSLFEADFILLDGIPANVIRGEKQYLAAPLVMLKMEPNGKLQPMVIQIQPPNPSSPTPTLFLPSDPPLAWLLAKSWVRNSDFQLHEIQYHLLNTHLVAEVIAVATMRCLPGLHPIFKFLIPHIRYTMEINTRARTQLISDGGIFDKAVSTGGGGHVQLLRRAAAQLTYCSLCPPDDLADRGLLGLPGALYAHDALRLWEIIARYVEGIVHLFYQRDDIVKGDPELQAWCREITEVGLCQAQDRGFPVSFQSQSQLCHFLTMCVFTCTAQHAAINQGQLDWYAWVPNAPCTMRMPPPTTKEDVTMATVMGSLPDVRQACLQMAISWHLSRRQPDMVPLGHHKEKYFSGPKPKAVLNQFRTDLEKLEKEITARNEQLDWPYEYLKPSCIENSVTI
#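 Purified human 12hLO at 150 nM in 25 mM Hepes, 0.01% Triton X-100, pH 7.0, preincubated 15 min at room temperature with compound. Reaction started with 40 uM arachidonic acid, 30 min at room temperature. Hydroperoxide measured by Fe-xylenol orange, 573/405 nm absorbance ratio.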
# * = called active by the depositor; i = inactive; ? = inconclusive; / = not tested or not shown; & = joins results of further samples; [ ] = dose if it differs, or a comment. Unless noted, calls follow the shape of the dose curve; as a rule, active = well fitted curve in the direction sought with a large enough effect; inconclusive = small, poorly fitted or top-dose-only effect, or another doubt; inactive = no such curve, though single readings can be large; an effect the other way counts as inactive or inconclusive. These rows are one share of the data, so the mix of outcomes need not match the whole.
# Second line of a record: Anesthetic bind	RGS4 inh	Pol eta inh	Pol beta inh	ERG-DNA inh	LDHA block	ALOX12 inh	Pol kappa inh	APE1 inh
- CCOC(=O)c1ccc(S(=O)(=O)Nc2cc(S(=O)(=O)N3CCOCC3)ccc2O)cc1
  /	?	-10.4%	/	1.8%	5.8	?	-0.7%	-5.3%
- COc1cc(NC(=O)CNC(=O)Cn2ccc3ccccc3c2=O)cc(OC)c1OC
  -3.9%&-7.4%	-6.7%&12.1%	-14.2%&-13.5%	16.3%&2.7%	-4.2%&-13.3%	-1.8&1.7	-11.5%&-22.6%	8.5%&-17.6%	-7.1%
- Cc1ccccc1OCCSc1nc2ccc(NC(=O)c3ccco3)cc2s1
  129.7%[activator]	2.0%	-17.3%	1.0%	-2.2%	3.5	-10.9%	9.1%	/
- O=C(COC(=O)COc1cccc(C(F)(F)F)c1)Nc1ccc(N2CCOCC2)cc1
  /	1.0%	-11.1%	/	-3.6%	2.6	173.4%[activator]	-6.1%	16.2%
- COc1cc(/C=C/C(=O)OCN2C(=O)c3ccccc3C2=O)ccc1OC(F)F
  -8.7%	-29.3%	-20.2%	-0.7%	-2.0%	-3.7	i	1.2%	32.2%[activator]
- CCOC(=O)C(CCOc1cccc(CC)c1)C(=O)OCC
  -15.7%	-4.2%	-17.3%	26.8%	3.5%	-6.5	160.7%[activator]	-12.5%	8.5%
- COc1ccc(/C=N/NC(=O)c2ccc(OC)c(OC)c2)cc1COc1c(F)c(F)c(F)c(F)c1F
  -22.2%	-3.4%	-15.9%	?	9.8%	-0.9	6.0%	-19.9%	0.4%
- CSc1nc(SCC(=O)O)c2sc3nc(-c4ccccc4)c4c(c3c2n1)CCC4
  -14.7%	-27.8%	?	2.51µM*	4.3%	-6.8	?	?	?
- Cc1oc(C)c(C(=O)O)c1C(=O)O
  6.0%	-3.0%[56.9 µM]	-8.9%	-2.8%	-7.6%	-4.6	?	-6.6%	7.4%
- CS(=O)(=O)N(CC(=O)N1CCCCC1)C1CCCCC1
  -18.7%	31.7%	1.6%	-18.9%	-6.7%	-8.6	10.1%	5.8%	-0.1%
- O=C(CCCSc1nc2ccccc2c(=O)[nH]1)c1ccccc1
  -18.5%	-6.9%	2.5%	3.0%	2.8%	1.0	-3.5%	-1.8%	0.2%
- O=C(NNC(=O)C1C2C=CC(C2)C1C(=O)O)c1cc(Cl)ccc1O (centres undefined)
  2.5%	2.0%	-8.4%	8.7%	3.6%	2.4	-8.0%	-7.1%	36.0%
- O=S(=O)(NN1CCOCC1)c1ccc(Cl)s1
  -10.6%	-23.7%	0.2%	18.1%	9.9%	-6.0	0.4%	-15.6%	3.2%
- CCC1([N+](=O)[O-])COC(C=Cc2ccccc2)OC1 (centres undefined)
  /	14.1%	-11.1%	/	-10.3%	-1.5	?	-5.6%	/
- O=C(CN1C(=O)C2CCCCC2C1=O)Nc1cc([N+](=O)[O-])ccc1F (centres undefined)
  /	0.9%	-18.2%	/	3.1%	-2.4	2.6%	-15.1%	17.8%
- COc1cccc(N2CCN(S(=O)(=O)c3ccc4c(c3)oc(=O)n4C)CC2)c1
  -3.4%	-6.6%	0.1%	-1.1%	12.2%	-0.8	2.7%	-9.7%	-2.7%
- OC(CN1CCN(C(c2ccccc2)c2ccccc2)CC1)c1ccccc1 (centres undefined)
  -1.7%	-32.2%	-16.5%	-1.8%	-11.3%	2.4	/	16.3%	-22.3%
- CCCOc1ccc(NC(=O)CC2C(=O)Nc3ccccc3N2CC(=O)N2CCCC2)cc1 (centres undefined)
  /	-6.9%	1.6%	/	3.3%	-2.8	-3.6%	-11.5%	9.6%
- Cc1nc(SC2CC(=O)N(c3ccccc3)C2=O)n[nH]1 (centres undefined)
  -13.2%	-16.6%	-8.4%	5.5%	7.8%	-10.6	1.4%	-9.6%	10.7%
- OC1(c2cccc(C(F)(F)F)c2)CCN(Cc2nnnn2CCc2ccccc2)CC1
  4.2%	-7.1%	-19.3%	-13.1%	-6.1%	-0.1	51.7%[activator]	-4.7%	0.9%
- Cc1cc(C)cc(N(CC(=O)O)S(=O)(=O)c2c(C)[nH]c(=O)[nH]c2=O)c1
  3.8%	12.0%	-8.6%	-7.0%	3.0%	-7.5	-9.2%	-11.0%	17.8%
- O=C(CN1CCN(c2cccc(Cl)n2)CC1)N1CC(O)CO1 (centres undefined)
  -4.3%	?	-20.5%	-18.9%	-3.6%	-3.0	-2.1%	-10.4%	2.4%
- O=C(NCCc1csc(-c2ccccc2)n1)c1c(F)cccc1Cl
  -17.2%	-39.6%	-17.5%	18.8%	-2.3%	-1.8	-3.4%	2.4%	-2.1%
- CCOC(=O)CSc1nc(C)c2cc(C)c(C)cc2n1
  -15.6%	-11.1%	-24.4%	11.4%	0.1%	-2.8&-2.9	0.4%	0.7%	-1.6%
- OCC1(CO)COC2(CCCC2)N1
  -6.7%&-2.7%	37.8%	-8.1%	39.7%&-7.5%	-0.1%	-11.7	5.5%	-2.2%	11.3%&-6.6%
- Nc1sc2c(c1C(=O)c1ccccc1)CCCC2
  ?	-52.5%	-7.7%	10.0%	-4.1%	3.9	-10.9%	-6.4%	-9.8%
- CCOC(=O)c1ccc(N2C(=O)c3n[nH]c(-c4ccco4)c3C2c2cccc(O)c2)cc1 (centres undefined)
  -17.3%	-2.9%	-0.8%	6.3%	-1.3%	4.7	?	-3.1%	/
- C[C@@H]1CC[C@]2(O[C@H](CCO)C[C@@H](O)[C@@H]2O)O1
  /	-25.7%	-10.6%	/	0.4%	-1.2	-9.5%	12.0%	/
- CCN(C(=O)Cn1cc(S(=O)(=O)Cc2ccccc2Cl)c2ccccc21)c1ccccc1
  15.8%	-11.2%	-15.1%	?	3.7%	-4.2	?	-7.5%	/
- O=C(Oc1c(Cl)cc(Cl)c2ccccc12)N1CCCC1
  -23.0%	1.2%	-17.8%	-3.5%	-1.5%	-1.5	-0.2%	-1.0%	-5.2%
- O=C(NCCc1cccc(F)c1)[C@@H]1CSC2c3ccccc3C(=O)N21 (some centres undefined)
  -15.7%	2.2%[11.4 µM]	-18.1%	9.3%	0.2%	-0.1	0.2%	-11.9%	?
- CCCc1nc2c(=O)n(C)c(=O)[nH]c2n1CCC
  7.8%	13.8%	-12.4%	26.6%	0.8%	-10.2	?	-12.2%	15.4%
- O=C(NCCNc1ccc([N+](=O)[O-])cc1)c1cccc(Br)c1
  0.0%	-4.8%	-20.0%	4.7%	2.9%	-6.7	-1.2%	-12.2%	-6.6%
- O=C(Nc1nccs1)C1C2/C=C\CCCCC21 (centres undefined)
  -13.9%	-5.5%	-8.4%	-22.7%	6.4%	-3.7	14.1%	-21.5%	-0.5%
- COc1ccc(C(=O)Nn2c(C)nnc2-n2nc(C)cc2C)cc1OC
  -1.6%	-1.3%	-8.4%	15.1%	/	1.2	10.1%	-4.5%	1.8%
- O=C(Nc1ccc(S(=O)(=O)N2CCCCC2)cc1)C1CCCO1 (centres undefined)
  -5.3%	-12.6%	-4.9%	43.6%	6.2%	-9.1	1.8%	7.5%	-0.9%
- O=C(c1cccc(Cl)c1)N1CCC(c2nc3c(nnn3Cc3ccc(F)cc3F)c(=O)[nH]2)CC1
  ?	-21.8%	-20.9%	23.0%	14.0%	13.4	-27.4%	13.6%	/
- CCC(=O)Nc1ccc2c(c1)ncn2-c1ccc(OC)cc1
  -9.6%	3.8%	-4.7%	0.0%	-2.0%	-1.3	0.0%	-0.9%	3.5%
- O=C(NCc1cccs1)c1cnn2cccnc12
  -5.0%	-11.7%	-0.7%	-22.2%	/	0.5	6.2%	-2.6%[60.1 µM]	-5.5%
- Cc1cccc(/C=N/NC(=O)Cn2nnnc2N)n1
  -2.0%	7.5%	-2.8%	23.9%	-7.1%	-5.9	i	-3.7%	28.2%
- COC(=O)CCCCCN1C(=O)NC(C2CC2)C(C(=O)OCc2ccccc2)=C1C (centres undefined)
  /	0.4%	-23.2%	/	9.4%	-0.4	-24.6%	1.2%	/
- Cc1nc(-c2ccc(F)cc2)c(CC(=O)N(C)CC(=O)Nc2ccc(F)cc2)s1
  /	-9.6%	-6.4%	/	5.9%	-1.5	0.6%	-6.8%	19.9%
- Cc1ccc2nc(-c3ccc(Cl)c(NC(=O)COc4ccc(C(C)C)cc4)c3)oc2c1
  -10.4%	-0.6%	-6.2%	0.6%	-1.3%	-0.5	-0.3%	0.1%	/
- CN1CCc2c(sc3c2C(=O)NC(c2ccc(C(C)(C)C)cc2)N3)C1 (centres undefined)
  6.5%	-38.3%	-17.3%	-12.0%	?	-5.3	224.6%[activator]	-12.0%	/
